Source: PubChem BioAssay (National Center for Advancing Translational Sciences (NCATS))
TRPV1 ag – HTS Assay for Compounds that Act as Agonists of the Vanilloid Receptor 1; Transient receptor potential cation channel subfamily V member 1 (Homo sapiens), Q8NER1; TRPV1-expressing cells, Fluo-8 calcium influx, agonist mode; activation, % at 8.33 µM; 320,000 tested, 0.19% active; in the data active = activation above about 80%; inconclusive = between about 30% and that limit; also: 0% is about no effect
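TRPV1-expressing cells were cultured overnight at 35.5C and loaded with Fluo-8 calcium dye for 40 to 90 min at room temperature. After a 10 s baseline, compound was added and calcium influx was read kinetically for 3 min (ex 480/em 520 nm).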
p53 reactivation – qHTS assay for re-activators of p53 using a Luc reporter. Potency, µM (top dose mostly 92.2 µM), for the others: at the highest dose activity change, positive = activation, hits mostly activators. 320,000 tested, 0.063% active. H1299 p53-A138V BP100-luciferase reporter, luminescence, 24 h. AID 504706, 2011; also: potency is read from the fitted curve at half-maximal effect; % of control where 0% means no effect; nearly all actives have a fitted effect of over 45% in size
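H1299 (p53-null), stable ts p53-A138V + BP100-Luc; 1000 cells/well, Opti-MEM/10% FBS; cpd 4 pt, 1:5; 24 h, 37 deg C, 5% CO2; detection reagent 10 min RT; luminescence.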
ASM inhibitor – Inhibitors of Secretory Acid Sphingomyelinase (S-ASM): qHTS. Potency, µM (series often up to 57.5 µM), inactives show at the highest dose activity change, negative = inhibition, most hits filed as inhibitors. 340,000 tested, 0.006% active. placental ASM, HMU-PC fluorogenic substrate, 60 min. Sphingomyelin phosphodiesterase (Homo sapiens), P17405; also: potency is read from the fitted curve at half-maximal effect
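Steps: dispense placental human ASM, pin compound, wait 10 min at room temperature, add HMU-PC0 substrate at 9 uM final, incubate 60 min at 37 °C, add stop solution raising pH to 10, read fluorescence.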
B2AR arrestin – qHTS assay of beta-arrestin-biased ligands of beta2-adrenergic receptor; Beta-2 adrenergic receptor (Homo sapiens), P07550; beta-arrestin recruitment to beta2AR, cell-based reporter; Potency, µM (series often up to 46.1 µM), for the others: top-dose activation, hits mostly activators; 330,000 tested, 0.02% active; AID 492947, 2010;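 also: potency is read from the fitted curve at half-maximal effect; 0% = DMSO controls and full agonism = EC100 isoproterenol or metaproterenol; nearly all actives have a fitted effect of over 65% in size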
Target sequence (P07550 whole entry, looked up): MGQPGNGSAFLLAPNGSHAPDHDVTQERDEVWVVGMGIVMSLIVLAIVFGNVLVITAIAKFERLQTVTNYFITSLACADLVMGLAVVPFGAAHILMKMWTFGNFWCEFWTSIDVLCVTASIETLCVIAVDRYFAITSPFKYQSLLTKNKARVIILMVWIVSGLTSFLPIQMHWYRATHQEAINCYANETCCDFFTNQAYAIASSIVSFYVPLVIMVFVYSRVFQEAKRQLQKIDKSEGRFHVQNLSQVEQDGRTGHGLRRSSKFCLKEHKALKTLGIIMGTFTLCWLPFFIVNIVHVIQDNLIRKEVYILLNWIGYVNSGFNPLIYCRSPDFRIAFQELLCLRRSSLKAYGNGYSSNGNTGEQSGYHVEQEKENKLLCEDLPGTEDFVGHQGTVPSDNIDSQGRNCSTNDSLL
USP2a inh – qHTS Assay for Inhibitors of Ubiquitin-specific Protease USP2a Using CHOP2 as the Reporter. Ubiquitin carboxyl-terminal hydrolase 2 (Homo sapiens), O75604. USP2 core, Ub-CHOP2 coupled fluorogenic reporter, 485/531. Potency, µM (top dose mostly 38.3 µM), for inactives: top-dose activity change, negative = inhibition, actives largely listed as inhibitors. 330,000 tested, 0.01% active;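 also: potency is read from the fitted curve at half-maximal effect; plate controls were DMSO wells for no effect and full inhibition by NEM control for full effect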
Target sequence (O75604 whole entry, looked up): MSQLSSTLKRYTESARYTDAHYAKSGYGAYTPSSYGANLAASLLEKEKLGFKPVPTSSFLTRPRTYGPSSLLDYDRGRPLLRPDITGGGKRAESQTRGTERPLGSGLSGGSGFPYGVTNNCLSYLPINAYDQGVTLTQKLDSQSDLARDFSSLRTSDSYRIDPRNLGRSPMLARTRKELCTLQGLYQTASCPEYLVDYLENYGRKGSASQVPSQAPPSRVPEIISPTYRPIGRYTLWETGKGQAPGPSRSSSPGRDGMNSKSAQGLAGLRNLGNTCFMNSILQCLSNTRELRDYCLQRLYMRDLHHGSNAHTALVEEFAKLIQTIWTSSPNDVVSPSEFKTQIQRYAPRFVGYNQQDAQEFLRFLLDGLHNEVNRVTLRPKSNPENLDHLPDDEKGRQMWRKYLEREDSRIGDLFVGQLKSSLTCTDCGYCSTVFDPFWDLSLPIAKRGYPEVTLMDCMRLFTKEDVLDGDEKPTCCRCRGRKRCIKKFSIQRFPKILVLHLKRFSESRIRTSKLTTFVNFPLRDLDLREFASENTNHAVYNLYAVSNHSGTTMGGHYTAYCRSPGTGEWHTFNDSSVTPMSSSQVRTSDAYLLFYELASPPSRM
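Deubiquitinase activity read as fluorescence (485/531 nm) after Ub-CHOP2 cleavage activates the enterokinase reporter on its substrate; USP2 core 10nM, Ub-CHOP2 and substrate 25nM each, 30min compound preincubation then 60min RT; data normalized to NEM, curves fitted.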
uPA surface inh – qHTS for Inhibitors of Cell Surface uPA Generation; cell surface uPA generation assay, qHTS; Potency, µM (highest dose often 38.3 µM), without a hit: at the highest dose activity change, negative = inhibition, usual class: inhibitors; 330,000 tested, 0.31% active; AID 540303, 2011; active = well fitted inhibition curve with a large enough effect; inconclusive = small, poorly fitted or top-dose-only effect; inactive = no such curve, though single readings can be large or run the other way; tested in mouse RAW 264.7 cells; also: potency is read from the fitted curve at half-maximal effect; % is scaled to controls: 0 for no effect and ±100 for the full control effect; nearly all actives have a fitted effect of over 55% in size
ELG1 genotox – qHTS screen for small molecules that induce genotoxicity in human embryonic kidney (HEK293T) cells expressing luciferase-tagged ELG1. 330,000 tested, 1.3% active. HEK293T ELG1-luciferase reporter, luminescence, 16 h. Potency, µM (top dose mostly 46 µM), without a hit: at the top dose activity change, positive = activation, most hits filed as activators; also: potency is read from the fitted curve at half-maximal effect; % of control where 0% means no effect; nearly all actives have a fitted effect of over 60% in size
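16 hr compound incubation (37 °C, 5% CO2) of HEK293T cells carrying luciferase-tagged ELG1; luciferase then measured by ONE-Glo luminescence after 30 min at RT.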
Eya2 inh – qHTS Assay for Inhibitors of the Phosphatase Activity of Eya2; Potency, µM (highest dose often 76.9 µM), for inactives: top-dose activity, negative = inhibition, actives largely listed as inhibitors; Protein phosphatase EYA2 (Homo sapiens), O00167; recombinant Eya2, OMFP fluorescence dephosphorylation (OMFP is methylfluorescein phosphate); 330,000 tested, 0.006% active; also: potency is read from the fitted curve at half-maximal effect; % is scaled to controls: 0 for no effect and ±100 for the full control effect
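Eya2 (0.2 uM) preincubated 10 min at ambient with compound, then OMFP substrate added at 50 uM; 10 min reaction in 50 mM HEPES pH 7.5, 50 mM NaCl, 5 uM MgCl2, 0.05% BSA, 1 mM DTT. Fluorescence read at Ex 485/Em 525 nm.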
TSG101-PTAP inh – qHTS Assay for Iinhibitors of HIV-1 Budding by Blocking the Interaction of PTAP/TSG101. Potency, µM (series often up to 115 µM), inactives show at the top dose activity change, negative = inhibition, most hits filed as inhibitors. Fluorescence polarization, FITC-PTAP peptide / Tsg101 binding. Tumor susceptibility gene 101 protein (Homo sapiens), Q99816. 340,000 tested, under 10 active; active = well fitted inhibition curve with a large enough effect in the main read-out, with a control signal flat, not every such curve was filed as active; inconclusive = small, poorly fitted or top-dose-only effect, or effect the other way, or a change in a side signal; inactive = no such curve, though single readings can be large or run the other way; also: potency is read from the fitted curve at half-maximal effect; % of control where 0% means no effect
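FP read-out: FITC-PTAP peptide, 50 nM final, binding Tsg101 binding domain, 10 uM final; 20 min, r.t.; 10 mM HEPES pH 7.5, 0.15 M NaCl, 0.01% Tween 20, 3 mM EDTA, 0.1 mM TCEP.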
Integrin act MD – qHTS for Activators of Integrin-Mediated Alleviation for Muscular Dystrophy | alpha7betagal myoblasts, beta-gal FDG fluorescence, 48 h | Potency, µM (doses to about 38.3 µM), for the others: top-dose activation, actives largely listed as activators | 350,000 tested, 0.064% active;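 also: potency is read from the fitted curve at half-maximal effect; 100% = response of the positive control SU9516; nearly all actives have a fitted effect of over 60% in size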
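Alpha7betagal+/- myoblasts (passage 13) were plated 16-24 hr, then exposed to compounds (1:260 dilution of DMSO stock) for 48 hours at 37C. After MPER lysis, β-galactosidase reporter activity was read as FDG fluorescence (ex 480/em 540) after 30 minutes.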
BRCA1 expr act – qHTS Assay to Identify Small Molecule Activators of BRCA1 Expression | Potency, µM (doses to about 46.1 µM), for the others: top-dose activation, usual class: activators | AID 624202, 2012 | MCF7-BRCA1-FFLuc reporter, luminescence, 48 h; response scale: scaled: vehicle 0%, 10 µM genistein 100% | 380,000 tested, 1.1% active; also: potency is read from the fitted curve at half-maximal effect; nearly all actives have a fitted effect of over 80% in size; some results filed as inactive show a strong effect at the top dose
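MCF7 cells carrying a BRCA1-firefly luciferase reporter (2000 cells/well, phenol-red free MEM) were attached for 2 h at 37 °C, then given compounds for 48 h. Luminescence was read 15 min after luciferase reagent; activity normalized to genistein (10 microM) and DMSO.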
* marks the source's active call; other numbers are inactive results; ? = inconclusive; nt = not tested or not shown; [ ] = another dose, or the depositor's remark. Unless noted, calls follow the shape of the dose curve; as a rule, active = well fitted curve in the direction sought with a large enough effect; inconclusive = small, poorly fitted or top-dose-only effect, or another doubt; inactive = no such curve, though single readings can be large; an effect the other way counts as inactive or inconclusive.

SMILES | TRPV1 ag | p53 reactivation | ASM inhibitor | B2AR arrestin | USP2a inh | uPA surface inh | ELG1 genotox | Eya2 inh | TSG101-PTAP inh | Integrin act MD | BRCA1 expr act
COc1ccc(N(CC(=O)N/N=C/c2ccc(N(C)C)cc2)S(=O)(=O)c2ccccc2)cc1 | -1 | -2% | 126%[activator] | 0.2% | -8% | 4% | -2% | ? | -1% | ? | -15%
CCN(C(=S)NC(=O)c1ccco1)c1cccc2ccccc12 | nt | 5% | 20% | -3.2% | 4% | -27% | -1% | -21% | 0% | -22% | -23%
O=C(NC1CCN(Cc2ccccc2)CC1)c1ccccc1NS(=O)(=O)c1ccc(F)cc1 | nt | -2% | 4% | 1.0% | -3% | 1% | -1% | 5% | 0% | 0% | -23%
NS(=O)(=O)c1ccc(NC(=O)C2(c3ccccc3)CCCC2)cc1 | 21 | -4% | -3% | -0.3% | 0% | 4% | 3% | -8% | 1% | -2% | -11%
Cc1cc(/C=C(\C#N)C(=O)Nc2ccccc2)c(C)n1-c1ccc2c(c1)OCO2 | ? | -3% | 28% | -0.9% | 3% | -24% | -4% | -5% | 3% | 19% | -54%
CC(C(=O)NCC1(c2ccccc2)CCOCC1)N1CCOCC1 (stereo not drawn) | -3 | 1% | 4% | -0.4% | -1% | 0% | 2% | 6% | 0% | 14% | 12%
O=C(N/N=C\C=C\c1ccc2c(c1)OCO2)c1cccnc1 | 10 | ? | 12% | -1.6% | 3% | -29% | 4% | -1% | -3% | -43% | 20%
C/C(=N\NC(=O)Cc1ccc(Cl)cc1)c1ccccn1 | nt | 5% | 4% | 1.0% | 1% | -12% | 9.2µM* | ? | -2% | -70%[inhibitor] | -93%
CCn1c(SCC(=O)N2CCOCC2)nc2c([nH]c3ccccc32)c1=O | -5 | -10% | 3% | -0.3% | 1% | 8% | 2% | -11% | 0% | -9% | -26%
COc1ccc(N(C(=O)C2COc3ccccc3O2)C(C(=O)NC2CCCCC2)c2ccccc2)cc1OC (stereo not drawn) | 7 | 3% | 0% | 0.2% | 3% | 1% | 0% | 1% | -1% | 10% | -26%
CCN(CC)CCNC(=O)c1ccc(Sc2ccc(C)cc2)c(NC(C)=O)c1 | 6 | 11% | 2% | 0.2% | 2% | -4% | 0% | 11% | -1% | -44% | -34%
COC(=O)c1c(-c2ccccc2)c[nH]c1C | -7 | 3% | 1% | -0.5% | 0% | -17% | 11% | -5% | -2% | ? | 81%
CCNS(=O)(=O)c1ccc(CCC(=O)N2CCC(C)CC2)cc1 | 14 | nt | -2% | -1.1% | 1% | 19% | -4% | 2% | -6% | -5% | -10%
COc1cc(-c2nc3cnccn3c2Nc2ccc(C(C)C)cc2)ccc1O | 0 | -11% | 103%[activator] | -0.1% | 3% | -20% | 14% | -5% | -7% | -43% | -45%
Cc1cc(C)cc(OCC(=O)N2CCN(c3ncccn3)CC2)c1 | nt | -5% | 6% | -0.1% | -3% | -1% | 1% | -1% | 0% | 11% | -3%
CN(C)C(=O)c1cc2cc([N+](=O)[O-])ccc2s1 | 6 | -2% | -4% | 0.0% | 0% | -7% | -1% | 12% | 3% | -61%[inhibitor] | 8%
CCCCOc1ccc2ccccc2c1C=O | 10 | 6% | -7% | 0.3% | 0% | 6% | 12% | 0% | -4% | 6% | 58%
O=C1CC(C(=O)NCc2ccccc2)N=C(N2CCCCC2)N1 (stereo not drawn) | -2 | 10% | 2% | -0.1% | 1% | 0% | 0% | 9% | -9% | -1% | 0%
CC(C)n1c(N2CCN(C(=O)c3cccs3)CC2)nc2ccccc21 | 1 | -5% | -3% | -0.2% | 5% | 2% | 2% | -8% | -6% | 16% | -10%
CCOc1ccc(NC(=O)COC(=O)c2cc(S(=O)(=O)N3CCCC3)ccc2C)cc1 | -3 | 2% | -5% | -0.2% | -1% | 9% | 1% | -1% | -8% | 15% | -7%
CC(=O)Nc1cccc(-c2nnc(SCc3ccccc3C#N)n2C)c1 | -3 | -1% | -1% | -0.1% | 3% | -9% | -3% | 10% | -5% | 2% | 2%
CCCOC(=O)c1ccc(NC(=O)C(=O)NCC2CCCO2)cc1 (stereo not drawn) | 7 | ? | 2% | 0.0% | 0% | -2% | 1% | 7% | -1% | ? | 52%
CC(C)(C)OC(=O)NCCC(=O)N/N=C/c1ccc2nccnc2c1 | 1 | -3% | 6% | -0.4% | -2% | 10% | 0% | -8% | -4% | 5% | -10%
NC(=S)NN=C(c1ccccc1)c1ccccc1 | ? | -1% | -1% | ? | -2% | -23% | -4% | 5% | 0% | -54%[inhibitor] | 0%
CC(=O)c1ccc(NS(=O)(=O)c2ccc([N+](=O)[O-])cc2)cc1 | nt | nt | 2% | nt | nt | 0% | nt | nt | -5% | -9% | 8%
O=C1c2ccccc2C(=O)N1CCn1nc(Cl)nc1Cl | 0 | -6% | 4% | -0.1% | 0% | 5% | 4% | -22% | -1% | -15% | -1%
CN(Cc1cccs1)S(=O)(=O)c1cccs1 | 16 | 2% | 4% | -1.5% | -1% | nt | 2% | 2% | -3% | 27% | 1%
CCCOc1ccc(C(=O)NC(=S)NCc2cccnc2)cc1 | 6 | 5% | 0% | -0.2% | 2% | -4% | -1% | -2% | 1% | -13% | 1%
COC(=O)C1=C(NC(=O)CCCCl)CCS1 | 0 | -6% | 3% | -0.7% | 0% | -5% | 1% | 2% | -1% | -10% | -8%
CCCOP(=O)(c1ccccc1)c1ccccc1 | 5 | -12% | 3% | -0.6% | 0% | -12% | 1% | -4% | -4% | 7% | -71%
CCCN(CC(=O)Nc1ccccc1C)C(=O)c1cccc(-n2cnnn2)c1 | -1 | 3% | -2% | 5.2% | 1% | 0% | 0% | 3% | 1% | -1% | 12%
COc1ccc(NC(=O)c2cnc3n(c2=O)CCS3)cc1OC | 1 | 13% | 2% | -0.4% | 0% | -4% | ? | -12% | 1% | 24% | 17%
CC1CCCCN1CC(=O)NC(c1ccccc1)c1ccccc1 (stereo not drawn) | -1 | 0% | -3% | -0.4% | -4% | -1% | -3% | -25% | -4% | 24% | -8%
Cc1sc2nc3ccc(N4CCCCC4)nn3c(=O)c2c1C | 2 | ? | 80%[activator] | 0.0% | -2% | 4% | -1% | -7% | -1% | 13% | 42%
Cc1ccc(-c2nc(CS(=O)(=O)CC(=O)NCCCN3CCN(C)CC3)c(C)o2)cc1 | 0 | 5% | 3% | 0.1% | 3% | -4% | 0% | 14% | -1% | -7% | -7%
COCCn1cnc2c1c(=O)n(CC(=O)NC(=O)NC(C)(C)C)c(=O)n2Cc1ccccc1 | -2 | -2% | -3% | -0.2% | 7% | -2% | 4% | 4% | -4% | 11% | -3%
CCC(C)(C(=O)Nc1ccccc1C)N(C(=O)CNC(C)=O)c1ccccc1C (stereo not drawn) | 2 | -2% | 6% | -0.4% | 2% | -2% | 0% | -1% | 10% | -10% | 17%
N#Cc1ccc(C(=O)OCC(=O)Nc2cccc(S(=O)(=O)NC3=NCCC3)c2)cc1 | nt | 9% | 6% | -0.4% | 4% | 6% | 2% | -18% | -2% | 8% | 4%
CC(NC(=O)C(=O)N1CCCCC1)C(c1cccs1)N1CCN(c2ccc(F)cc2)CC1 (stereo not drawn) | 4 | -3% | -1% | 0.0% | 0% | -6% | -6% | -1% | -4% | 9% | -20%
O=c1[nH]cnc2scc(-c3ccc(F)cc3)c12 | -5 | -2% | -1% | 0.0% | -4% | -4% | 0% | -13% | -6% | 3% | 0%

Rows are unselected; overall some 2.6% were active at least once.
